# Screens deposited in PubChem by National Center for Advancing Translational Sciences (NCATS).
# HT1080-NT tox: kills 2HG-producing HT-1080-NT fibrosarcoma cells. 360,000 compounds, 1.6% hits. HT-1080-NT fibrosarcoma viability, CellTiter-Glo ATP luminescence, 48 h. Potency, µM (doses to about 46.1 µM), for inactives: at the top dose activity, negative = less viability, actives largely listed as cytotoxic. AID 686970;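 also: NT is the 2HG producing partner of a matched IDH1 knockdown line; 0% = DMSO-treated cells and -100% = media-only wells without cells; nearly all actives have a fitted effect of over 55% in size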
#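 Fibrosarcoma NT cells, 750 per well in 5% FBS RPMI, were exposed to compound for 48 hours. Viability: CellTiter-Glo luminescence.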
# SW480 rerep: induces DNA re-replication in SW480 colon adenocarcinoma cells. SW480 DNA re-replication, Hoechst DNA content imaging, 48 h. Potency, µM (top dose mostly 46.1 µM), for inactives: at the top dose re-replication activation, actives largely listed as activators. 340,000 compounds, 1.8% hits. AID 624297; also: % of control where 0% means no effect; nearly all actives have a fitted effect of over 55% in size
#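 First, 250 cells per well were seeded. Next, compound or vehicle (23 nL) was pinned in, plates sat 48 hr at 37 C. Finally Hoechst was added for 40 min before fluorescence scanning.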
# HT1080 IDH1KD tx: HT-1080 IDH1 knockdown cell toxicity (counter line); HT-1080 IDH1 knockdown viability, ATP luminescence, 48 h; Potency, µM (titrated, usually from 46.1 µM), for the others: at the highest dose activity, negative = toxicity, usual class: cytotoxic; 360,000 compounds, 2% hits;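 also: 0% = DMSO wells and -100% = cell-free medium wells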
#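 HT-1080-IDH1KD cells (IDH1 knocked down), 750/well in RPMI with 5% FBS, treated with compound 48 h at 37 degrees C. Viability by CellTiter-Glo luminescence, normalised to DMSO and no-cell wells; concentration-response curves classed.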
# GLP-1R agonist: GLP-1 receptor (human) agonism | P43220 | HEK293 GLP-1R CRE-luciferase, luminescence, 4-6 h; cells express a hypersensitive GLP-1R form | Potency, µM (top dose mostly 45.6 µM), without a hit: at the top dose activation, most hits filed as activators | 380,000 compounds, 0.007% hits; also: % of control where 0% means no effect
# Target sequence (P43220 whole entry, looked up): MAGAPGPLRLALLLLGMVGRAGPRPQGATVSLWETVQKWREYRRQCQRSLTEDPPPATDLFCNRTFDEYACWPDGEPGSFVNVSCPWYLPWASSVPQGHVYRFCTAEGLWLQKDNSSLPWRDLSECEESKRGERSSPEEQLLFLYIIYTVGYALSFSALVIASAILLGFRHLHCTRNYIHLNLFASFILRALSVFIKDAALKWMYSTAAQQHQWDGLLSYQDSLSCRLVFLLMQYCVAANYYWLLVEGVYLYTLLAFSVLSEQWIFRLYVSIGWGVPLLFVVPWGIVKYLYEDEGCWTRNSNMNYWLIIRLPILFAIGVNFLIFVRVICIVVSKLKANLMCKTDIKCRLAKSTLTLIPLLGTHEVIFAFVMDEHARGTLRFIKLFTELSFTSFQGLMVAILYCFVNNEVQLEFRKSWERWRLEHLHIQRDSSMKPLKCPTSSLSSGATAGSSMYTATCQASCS
# GLP1R inv ag: inverse agonists of human GLP-1 receptor; P43220; HEK293 GLP-1R CRE-luciferase, luminescence, 24 h; GLP-1R form is constitutively active; Potency, µM (top dose mostly 38.3 µM), without a hit: at the highest dose activity change, negative = inhibition, usual class: inhibitors; 410,000 compounds, 1.6% hits; AID 624417; also: % is scaled to controls: 0 for no effect and ±100 for the full control effect; nearly all actives have a fitted effect of over 55% in size
#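 Inverse agonism was detected as reduced cAMP-driven luciferase luminescence after 24 h compound treatment. The cells were HEK293 clones expressing constitutively active human GLP-1R with the reporter. Reporter-only and GPR119 cell lines served as counterscreen controls.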
# TDP43 rescue: inhibitors of TDP-43 toxicity in yeast. TDP-43 expressing yeast growth rescue, BacTiter-Glo, 24 h. Potency, µM (titrated, usually from 46.1 µM), inactives show at the top dose growth rescue (activation), most hits filed as activators. 410,000 compounds, 1.8% hits. AID 652104; also: % of control where 0% means no effect; nearly all actives have a fitted effect of over 50% in size
#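 Readout is BacTiter-Glo luminescence of cell growth, so inhibitors register as activators. TDP-43-expressing yeast at OD600=0.02 in galactose medium, after raffinose pregrowth to mid-log, were incubated with compound for 24 hr at 30 deg C.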
# KB-3-1 tox: kills parental KB-3-1 adenocarcinoma cells; KB-3-1 viability, CellTiter-Glo ATP luminescence, 72 h; Potency, µM (top dose mostly 46.1 µM), without a hit: top-dose activity change, negative = cytotoxic, actives largely listed as cytotoxic; 400,000 compounds, 1.4% hits; also: % is scaled to controls: 0 for no effect and ±100 for the full control effect; nearly all actives have a fitted effect of over 60% in size
#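 72 h, 37 °C compound treatment of KB-3-1 parental cells; CellTiter-Glo added, 10 min, luminescence read. Data corrected against DMSO-only plates and normalized before curve fitting.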
# KB-V1 MDR tox: kills drug-selected multidrug resistant KB-V1 cells. KB-V1 MDR cells viability, CellTiter-Glo, 72 h. Potency, µM (top dose mostly 46.1 µM), inactives show at the highest dose activity change, negative = cytotoxicity, actives largely listed as cytotoxic. 400,000 compounds, 3.4% hits; also: % is scaled to controls: 0 for no effect and ±100 for the full control effect; nearly all actives have a fitted effect of over 60% in size
#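 Cells of the MDR subline KB-V1 are plated, dosed with compound at multiple concentrations, and incubated 72 h at 37 degrees C; CellTiter-Glo is then added and luminescence read after 10 min.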
# HEK293 tox: cytotoxic in the GLP-1 receptor inverse agonist counter-screen | HEK293 cAMP-luciferase reporter cells, luminescence, 24 h | Potency, µM (top dose mostly 38.3 µM), for the others: at the top dose activity change, negative = inhibition, actives largely listed as inhibitors | 410,000 compounds, 0.13% hits;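 also: loss of luciferase light is scored as toxicity; % is scaled to controls: 0 for no effect and ±100 for the full control effect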
#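 Cells in DMEM/10% Nu serum/1% pen-strep, 1536-well format. Pre-incubated 12 h, dosed with 23 nL compound, incubated a further 24 h. Luciferase detection, 12 min at room temp, luminescence.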
# An asterisk follows results filed as active; ? = inconclusive; · = no result given; & = joins results of further samples; [ ] = dose if it differs, or a comment. Calls follow the shape of the dose curve; as a rule, active = well fitted curve in the direction sought with a large enough effect; inconclusive = small, poorly fitted or top-dose-only effect, or another doubt; inactive = no such curve, though single readings can be large; an effect the other way counts as inactive or inconclusive. Potency is read from the fitted curve at half-maximal effect. Rows are unselected (roughly 9.4% active in at least one column).
SMILES,HT1080-NT tox,SW480 rerep,HT1080 IDH1KD tx,GLP-1R agonist,GLP1R inv ag,TDP43 rescue,KB-3-1 tox,KB-V1 MDR tox,HEK293 tox
COC(=O)c1ccc(C2/C(=C(\O)c3ccc4c(c3)OCCO4)C(=O)C(=O)N2c2nnc(C)s2)cc1 (stereo not given),6%,-5%,6%,-7%,1%,-5%,9%,17%,-27%
CCOC(=O)Cc1ccc(Nc2nc(NCCOC)nc3ccsc23)cc1,-1%,·,-17%,-3%,4%,24%,0%,-2%,1%
COc1ccc(N2CC(C(=O)Nc3nnc(SCC(=O)NC(C)(C)C)s3)CC2=O)cc1 (stereo not given),0%,1%,-3%,4%,6%,1%,7%,-10%,6%
Cc1ccc(NC(=O)CSc2nc(C)c(C)c(C)n2)c([N+](=O)[O-])c1,1%,10%,12%,?,16%,16%,?,?,13%
CCOC(=O)[C@]12CCC=C1N(Cc1ccc(Cl)cc1Cl)C(=O)[C@H](CC(=O)NCc1ccc(C)o1)C2,?,·,?,1%,?,23%,?,0%,-17%
Cc1c(N=Cc2ccc(Cl)o2)c(=O)n(-c2ccccc2)n1C,10%,0%,?,3%,15%,-10%,-17%,-4%,10%
C=CCc1c(C)nc(-c2ccccc2)nc1N/N=C(\C)c1ccc(N)cc1,0%,3%,1%,1%,-5%,7%,?,23µM*,1%
CCC(C(=O)Nc1cc(C)on1)c1ccccc1 (stereo not given),7%,-2%,8%,-7%,?,-3%,9%,0%,-14%
O=C(COc1ccc(Cl)cc1)NCCSc1ccccc1,3%,1%,13%,-2%,-30%,18µM*,4%,2%,-11%
CC(C)(C)C1CCN2CCC[C@](c3ccccc3)(C1)[C@@]21CO1 (stereo not given in full),2%,·,1%,-1%,?,12%,4%,?,7%
Cc1ccsc1C(=O)OCC(=O)N1CCN(c2ccccc2)CC1,9%,-19%,1%,22%,-10%,21%,18%,-16%,-16%
O=C(CCCN1C(=O)C2CC=CCC2C1=O)Nc1ccccc1Cl (stereo not given),15%,11%,17%,6%,-12%,6%,20%,8%,7%
C=C1CCC2C(C)(C)[C@H](O)CC[C@@]2(C)[C@@H]1COc1cc(=O)oc2ccccc12 (stereo not given in full),?,-3%,?,-1%,?,3%,0%,-22%,-21%
CC(NCc1ccc(F)cc1)C(=O)Nc1cc(S(=O)(=O)N2CCCCC2)ccc1Cl (stereo not given),0%,?,-14%,-2%,-24%[7.66 µM],-19%,?,16µM*,8%[7.66 µM]
N#Cc1cn(OCc2ccccc2)c(=O)[nH]c1=O,4%,2%,-8%,1%,13%,3%,3%,-14%,9%
COc1ccc(NC(=O)NCc2c(-n3cccc3)sc3c2CCCC3)c(OC)c1,·,·,·,·,-39%,15%[9.22 µM],2%,4%,-7%
Cc1cc2c(cc1S(=O)(=O)Nc1ccc(OC(F)(F)F)cc1)OCC(=O)N2,?,1%,-27%,9%,?,-14%,-2%&-14%,18%&2%,-3%&4%
O=c1c2[nH]c3ccc(F)cc3c2ncn1CCN1CCOCC1,3%,-2%,0%,12%,5%,-1%,0%,1%,-1%
O=C(NCCCCc1ccccc1)Nc1cccc(F)c1,?,23%,?,0%,?,-8%,?,-5%,-18%
O=C(Nc1nc2ccsc2c(=O)s1)c1ccc(F)cc1Cl,0%,?,-4%,1%,-9%,-19%,-14%,4%,5%

# An excerpt from above in order of the GLP-1R agonist value, smallest number first:
mol	GLP-1R agonist
CC(NCc1ccc(F)cc1)C(=O)Nc1cc(S(=O)(=O)N2CCCCC2)ccc1Cl (stereo not given)	-2%
CC(C)(C)C1CCN2CCC[C@](c3ccccc3)(C1)[C@@]21CO1 (stereo not given in full)	-1%
CCOC(=O)[C@]12CCC=C1N(Cc1ccc(Cl)cc1Cl)C(=O)[C@H](CC(=O)NCc1ccc(C)o1)C2	1%
COc1ccc(N2CC(C(=O)Nc3nnc(SCC(=O)NC(C)(C)C)s3)CC2=O)cc1 (stereo not given)	4%

# Going on with the list:
SMILES,HT1080-NT tox,SW480 rerep,HT1080 IDH1KD tx,GLP-1R agonist,GLP1R inv ag,TDP43 rescue,KB-3-1 tox,KB-V1 MDR tox,HEK293 tox
CCC(C)NCC(=O)Nc1ccc([N+](=O)[O-])cc1C(=O)Nc1ccccc1F (stereo not given),-13%,2%,-2%,6%,7%,11%,19%,-2%,5%
Cc1c(C(=O)N2CCC(C)(C(=O)NS(=O)(=O)C3CC3)C2)oc2ccccc12 (stereo not given),17%,·,2%,-2%,-26%,2%,0%,17%,1%
COc1ccccc1C1=CC(=O)CCC1,30%,-9%,8%,-1%,6%,?,28%,-11%,1%
CCCc1cc(=O)oc2c(C)c(OCc3nn[nH]n3)ccc12,5%,5%,0%,-6%,13%,1%,1%,6%,-7%
CCCCNC(=O)c1cc(-c2ccc(OC)c(OC)c2)on1,21%,-9%,13%,24%,32%[activator],0%,28%,1%,3%
CCOC(=O)CN1C(=O)C(=O)N(Cc2cccc(C)c2)C1=O,3%,-1%,1%,0%,15%,-5%,-8%,-3%,25%
O=C(NCCc1ccccc1)c1cccc2c1C(=O)c1ccc(N3CCOCC3)cc1S2(=O)=O,0%,0%,0%,-5%,24%,7%,10%,28%,14%
Cc1ccc(-c2nc(C(=O)NCCCN3CCOCC3)cc3c2[nH]c2ccccc23)cc1,-9%,?,-14%,15%,-28%,7%,-1%,?,2%
CCN(CC)C(=O)Oc1ccc2c(=O)c(-c3ccc(OC)cc3)coc2c1,-13%,?,4%,0%,8%,6%,?,12µM*,-30%
Cc1nn(CC(=O)O)c(=O)c2cc3cc(F)ccc3n12,·,·,·,·,3%,13%,-16%,?,-9%
CCOC(=O)CN1C(=O)S/C(=C/c2ccc(C)o2)C1=O,17%,-1%,1%,0%,52%[activator],13µM*,2%,-5%,-8%
O=C(COC(=O)CNS(=O)(=O)c1cccc(F)c1)NCCc1ccccc1,17%,-4%,9%,-1%,13%,-1%,11%,21%,-6%
Cc1cc(NC(=O)c2cccc(Cl)c2)n[nH]1,0%,-11%,9%,-6%,1%,7%,4%,4%,-29%
Cc1ccc(NC2CCCN(C(=O)c3ccnc(Cl)c3)C2)cc1C (stereo not given),8%,-28%,11%,-1%,7%,17%,-4%,-6%,-5%
CN(C)S(=O)(=O)c1ccc(NC(=O)COC(=O)CC2CC3CCC2C3)cc1 (stereo not given),6%,-13%,5%,-2%,1%,20%,-2%,?,21%
CNC(=S)N(CCCO)Cc1cc2cc3c(cc2[nH]c1=O)OCO3,0%,-11%,-9%,-6%,15%,11%,7%,26%,10%
COCCNC(=O)COC(=O)CSCc1nc2ccccc2s1,6%,0%,0%,2%,0%,11%,0%,-11%,9%
CCOc1ccccc1NC(=O)CSc1nnc(Cc2cccn2C)n1-c1ccc(F)cc1,1%,2%,-1%,0%,-23%,16%,0%,-2%,-26%
Cn1cc(Cl)c(C(=O)Nc2nc3ccccc3s2)n1,?,2%,?,1%,?,-4%,-7%,18µM*,0%
CN(C1CCCCC1)S(=O)(=O)c1ccc(SCC(=O)C(C)(C)C)nc1,2%,-7%,1%,12%,?,20µM*,?,?,1%
CCOC(=O)c1c(C)[nH]c(N=Nc2cccc(OC)c2)c1C,-13%,0%,-22%,30%,?,?,-3%,?,?
Cc1cc(C)c[n+](-c2[nH]c(=O)sc2/C=N/N=C(\N)[S-])c1,0%,-3%,12%,-5%,3%,-1%,-3%,9%,-18%
CCc1ccc(C(=O)Nc2cc(C)on2)o1,?,-10%,18%,9%,27%,-3%,16%,?,-2%
N#CC(C#N)=c1ccc2c(c1)NC1(CCCCC1)N=2,?,13µM*,23µM*,0%,164%[activator],-31%[inhibitor],?,?,10µM*
Cc1c(CNC2CCCC(C)C2C)c(C(=O)O)c(C)n1Cc1ccccc1 (stereo not given),2%,2%,9%,-1%,0%,-6%,-1%,8%,?
COc1ccc(/C=N\NC(=O)c2ccccc2Cl)cc1COc1c(F)c(F)c(F)c(F)c1F,-13%,?,?,4%,?,8%,?,-16%,-9%
CCN=C1SC(CC(=O)Nc2ccc(N3CCOCC3)cc2)C(=O)N1CC (stereo not given),6%,-4%,5%,1%,2%,-13%,11%,4%,-2%
O=C(Cc1ccc(S(=O)(=O)N2CCOCC2)s1)N1CCN(S(=O)(=O)c2ccccc2[N+](=O)[O-])CC1,1%,7%,2%,4%,4%,3%,11%,1%,3%
CC(NC(=O)Cc1cccs1)c1ccc2c(c1)OCO2 (stereo not given),4%,-6%,-15%,8%,8%,8%,-3%,-27%,-15%
CCOc1ccccc1N(C)C(=O)Cn1cnc2sc(C)c(S(=O)(=O)N3CCC(C)CC3)c2c1=O,·,·,·,·,-2%,2%,-7%,0%,0%
CCCS(=O)(=O)N1CCCC(c2nc(-c3cccc(OC)c3)no2)C1 (stereo not given),7%,2%,-3%,45%,4%,22%,1%,12µM*,8%
COC(=O)c1cc(S(=O)(=O)N2CCN(c3ccccc3)CC2)c[nH]1,-12%,-3%,-8%,-1%,-18%,-5%,-9%,8%,-2%
NC(=O)c1c(NC(=O)CN2C(=O)NC(Cc3ccccc3)C2=O)sc2c1CCC2 (stereo not given),4%,-24%,-11%,6%,12%,13%,?,-3%,-36%
CCOc1ccc(-n2c(SCC(=O)N3CCc4ccccc43)nnc2-c2c[nH]c3ccccc23)cc1,5%,-1%,-5%,-7%,-15%,0%,1%,0%,-2%
O=C(Nc1ccc(F)cc1)c1ccc(C(=O)N2CCOCC2)cc1,14%,-49%[inhibitor],7%,1%,3%,7%,8%,10%,8%
